EPAC2 antagonist: antagonists of human EPAC2 | EPAC2 GEF exchange of Rap1B-BODIPY-GDP, fluorescence | 360,000 compounds, 0.18% hits | Q8WZA2 | Potency, µM (series often up to 114 µM), without a hit: at the highest dose activity, negative = inhibition, hits mostly inhibitors; also: % is scaled to controls: 0 for no effect and ±100 for the full control effect; nearly all actives have a fitted effect of over 45% in size; many of its hits are not listed in these tables
Target sequence (Q8WZA2 whole entry, looked up): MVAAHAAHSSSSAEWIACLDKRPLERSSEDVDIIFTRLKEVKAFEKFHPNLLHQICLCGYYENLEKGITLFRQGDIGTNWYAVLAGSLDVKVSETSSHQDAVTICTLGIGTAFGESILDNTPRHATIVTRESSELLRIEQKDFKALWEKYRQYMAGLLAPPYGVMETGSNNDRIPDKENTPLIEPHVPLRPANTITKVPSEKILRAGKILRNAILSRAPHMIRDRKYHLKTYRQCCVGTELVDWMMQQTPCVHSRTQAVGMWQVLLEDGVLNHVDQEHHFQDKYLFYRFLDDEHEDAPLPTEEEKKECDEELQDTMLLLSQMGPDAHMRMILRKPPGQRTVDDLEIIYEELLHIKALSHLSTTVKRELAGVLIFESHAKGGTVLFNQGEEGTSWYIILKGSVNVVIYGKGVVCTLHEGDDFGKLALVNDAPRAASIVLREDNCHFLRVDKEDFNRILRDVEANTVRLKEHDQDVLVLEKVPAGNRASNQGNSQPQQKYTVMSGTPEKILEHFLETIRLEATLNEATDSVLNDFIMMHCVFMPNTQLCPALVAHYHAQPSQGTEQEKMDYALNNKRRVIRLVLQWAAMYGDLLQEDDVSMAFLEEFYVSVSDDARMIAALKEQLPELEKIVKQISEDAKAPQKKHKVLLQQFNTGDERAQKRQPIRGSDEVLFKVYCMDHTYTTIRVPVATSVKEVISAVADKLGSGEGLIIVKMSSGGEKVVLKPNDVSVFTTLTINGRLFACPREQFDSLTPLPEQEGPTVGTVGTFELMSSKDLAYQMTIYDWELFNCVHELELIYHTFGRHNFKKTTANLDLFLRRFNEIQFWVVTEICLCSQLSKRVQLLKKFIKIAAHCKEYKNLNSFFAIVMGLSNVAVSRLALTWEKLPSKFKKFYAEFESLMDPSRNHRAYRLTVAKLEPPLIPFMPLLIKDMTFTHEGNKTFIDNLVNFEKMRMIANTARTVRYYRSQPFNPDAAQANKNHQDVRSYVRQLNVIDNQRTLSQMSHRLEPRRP
Nrf2 activator: activators of Nrf2 (ARE) signaling; Potency, µM (doses to about 46.1 µM), inactives show top-dose activation, usual class: activators; AREc32 ARE-luciferase reporter (MCF7-derived line), luminescence, 24 h; 410,000 compounds, 0.31% hits; also: % of control where 0% means no effect; nearly all actives have a fitted effect of over 65% in size
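Reporter line AREc32 (ARE-Fluc), seeded overnight in OPTI-MEM with 5% FBS; compound pin-transferred, 24 hr at 37 deg C, 5% CO2; luminescent read-out.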
TGFb inhibitor: TGF-b pathway inhibition; Potency, µM (titrated, usually from 46.1 µM), inactives show at the top dose activity, negative = inhibition, usual class: inhibitors; AID 588855; 410,000 compounds, 1.2% hits; HepG2 CAGA-GFP TGF-b/SMAD3 reporter, GFP fluorescence, 18 h; TGF-beta stimulated, 500 pg/mL final; also: % is scaled to controls: 0 for no effect and ±100 for the full control effect; nearly all actives have a fitted effect of over 65% in size
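Smad-responsive CAGA-GFP expression was quantified in HEPG2 cells exposed to compounds and 500 pg/mL final TGF-beta for 18 h at 37 degrees C; unstimulated wells defined full inhibition.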
ATXN2 expr inh: inhibitors of ATXN2 expression | 360,000 compounds, 0.72% hits | Potency, µM (top dose mostly 57 µM), for the others: at the highest dose activity change, negative = inhibition, hits mostly inhibitors | AID 1745845 | HEK-293 ATXN2-luciferase reporter, luminescence, 24 h; also: % is scaled to controls: 0 for no effect and ±100 for the full control effect; nearly all actives have a fitted effect of over 55% in size
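qHTS (up to 57 uM final) was run with 24 h compound exposure of reporter cells at 37 °C. Each well was multiplexed: SteadyGlo luminescence measured ATXN2-luciferase expression after a fluorogenic Gly-Phe-AFC viability readout (25 uM final).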
S2 tox: cell viability loss in ATXN counter-screen; Potency, µM (top dose mostly 56.7 µM), usual class: cytotoxic; 400,000 compounds, 0.49% hits; AID 651635; S2 cells (HEK-293 line with an ATXN2-luciferase reporter) viability, CellTiter-Fluor protease fluorescence, 24 h; also: nearly all actives have a fitted effect of over 40% in size
Nrf2 block: Nrf2 pathway inhibition; A549 ARE-Fluc reporter, luciferase luminescence, 18-24 h; Potency, µM (doses to about 46 µM), inactives show at the highest dose activity change, negative = inhibition, actives largely listed as inhibitors; 360,000 compounds, 2.1% hits; also: % is scaled to controls: 0 for no effect and ±100 for the full control effect; nearly all actives have a fitted effect of over 60% in size
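Reporter: ARE-Fluc in A549. Exposure: 18-24 h, 37 °C, 5% CO2, 5% FBS OPTI-MEM. Readouts: fluorescent cytotoxicity (CellTiter-Fluor), then luminescent Nrf2 signal after BugLite.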
HepG2 tox: kills HepG2 cells in TGF-b inhibitor counter-screen; HepG2 CAGA-GFP viability, ATP luminescence, 18 h; Potency, µM (doses to about 46.1 µM), for inactives: at the highest dose activity change, negative = cytotoxicity, usual class: cytotoxic; 410,000 compounds, 0.76% hits; AID 588856; also: some results filed as inactive show a strong effect at the top dose
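HepG2 CAGA-GFP cells (1000/well, DMEM with 1% FBS) received compound, then TGF-beta at 500 pg/mL final, and were incubated 18 hours at 37 degrees C. Viability was read by CellTiter-Glo luminescence. Media-only wells were set as complete cell-killing and DMSO as no toxicity.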
MCF10A rerep: DNA re-replication induction in MCF 10a cells; Potency, µM (highest dose often 46.1 µM), inactives show at the highest dose activity, positive = re-replication, usual class: activators; MCF 10A DNA re-replication, Hoechst nuclear intensity, 48 h; 350,000 compounds, 2.9% hits; also: % of control where 0% means no effect; nearly all actives have a fitted effect of over 50% in size
A549 viability: kills or reduces viability of A549 cells in Nrf2 counter-screen | A549 ARE-Fluc cells, CellTiter-Fluor viability, 18-24 h | Potency, µM (highest dose often 46 µM), without a hit: top-dose activity change, negative = cytotoxicity, most hits filed as inhibitors | 390,000 compounds, 0.16% hits | AID 504648; also: % is scaled to controls: 0 for no effect and ±100 for the full control effect
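A549 ARE-Fluc cells in 5% FBS OPTI-MEM, 5000 cells/well, rested 2 h then exposed to compounds in concentration-response for 18-24 h at 37 °C. Viability by CellTiter-Fluor fluorescence (Ex 405/Em 525) after 30 min; luciferase luminescence (BugLite, 15 min, RT) read afterwards.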
Active calls of the source: *; i = inactive; ? = inconclusive; · = no result given; & = joins results of further samples; [ ] = remark or other dose. Calls follow the shape of the dose curve; as a rule, active = well fitted curve in the direction sought with a large enough effect; inconclusive = small, poorly fitted or top-dose-only effect, or another doubt; inactive = no such curve, though single readings can be large; an effect the other way counts as inactive or inconclusive. Potency is read from the fitted curve at half-maximal effect. Only part of the results is shown; count on the stated rates, not on these rows.

smiles | EPAC2 antagonist | Nrf2 activator | TGFb inhibitor | ATXN2 expr inh | S2 tox | Nrf2 block | HepG2 tox | MCF10A rerep | A549 viability
O=C(/C(=N\Nc1ccc(Br)cc1)Sc1nnnn1-c1ccccc1)c1ccccc1 | -9% | 3.4% | -1% | -4% | i | ? | -28% | 12% | -3%
CS(=O)(=O)N1CCN(c2c(Cl)cccc2[N+](=O)[O-])CC1 | 14% | -0.7% | -2% | -10% | i | -11% | -3% | ? | 0%
CC(C)COC(=O)Nc1nnc(Cc2ccccc2)s1 | -18% | 2.3% | ? | 13% | i | ? | 4% | ? | 0%
O=C(NC(C(=O)O)c1ccccc1)c1ccccc1 (stereo not drawn) | 7% | -1.2% | 22% | 8% | i | 1% | 4% | -1% | 2%
Cc1ccc(NC(=O)CN2C(=O)c3ccccc3Sc3ncccc32)c(C)c1 | · | 0.7% | -14% | -16% | i | ? | 2% | · | 0%
C/C(O)=C(/C=NCC(=O)O)C(=O)Nc1nccs1 | 12% | -0.3% | -9% | 0%[11.3 µM] | i | 29% | 19% | 3% | 2%
Cc1ccccc1NC(=O)c1ccc(F)c(S(=O)(=O)N2CCN(c3ccccn3)CC2)c1 | 1% | 2.2% | -2% | -5% | i | · | 1% | -8% | 6%
CC(=O)COc1ccc2c3c(c(=O)oc2c1)CCCC3 | 2% | 0.4% | ? | 38%[activator] | i | · | -2% | -1% | -5%
CC(NC(=O)CSc1nc2ccc(N)cc2s1)c1ccccc1 (stereo not drawn) | -8% | 4.4% | ? | -8% | i | -13% | -86% | ? | -12%
Cn1ccnc1SCC(=O)c1cccc(Br)c1 | -1% | 2.6% | 2% | 30% | i | 28% | -13% | 12% | 10%
CCCCSCc1nc2nc(Cl)c(Cl)nc2[nH]1 | -3% | 10% | ? | · | ? | · | -27% | · | ·
CC1(c2ccccc2Cl)NC(=O)N(CC(=O)N2CCc3ccccc32)C1=O (stereo not drawn) | -2% | 1.9% | -8% | 0% | i | -2% | -21% | 1% | 4%
NC(=S)N/N=C/c1ccc2cccc(OCc3ccccc3)c2n1 | -9% | 17% | 0% | -24% | i | ? | -7% | ? | ?
Cn1c(SCc2ccc(F)cc2)nnc1-c1cnccn1 | -7% | 2.4% | 8% | -1% | i | 9% | -6% | -3% | 0%
Cn1c2ccccc2c2cc(/C=N/NC(=O)c3ccc(N)cc3)ccc21 | 6% | -0.6% | -14% | -39% | i | -15% | 0% | ? | -2%
O=C1CN(C(=O)CSc2nc3cc(Cl)ccc3c(=O)n2Cc2ccccc2)c2ccccc2N1 | -8% | -0.1% | 9% | 12%[11.3 µM] | i | ? | -18% | 5% | -16%
O=C(CSc1ccccn1)N1CCc2ccccc21 | -7% | 0.1% | -3% | 8% | i | ? | -9% | 13% | 4%
CCOC(=O)c1ccc(NC(=O)C2Cc3ccccc3CN2S(=O)(=O)c2ccc(Cl)cc2)cc1 (stereo not drawn) | · | -1.0% | · | · | · | 18% | -30% | · | 4%
O=C(/C(=C/c1ccccc1)c1ccccc1)N1CCCCC1 | -2% | 1.7% | 0% | -8% | i | -8% | -15% | 1% | -13%
C=CCn1c(SCC(=O)NC2(C)CCS(=O)(=O)C2)nc2ccccc21 (stereo not drawn) | -7% | -0.9% | -12% | 6% | i | ? | 2% | 2% | 1%

Another view of some results above.
Below each SMILES: EPAC2 antagonist | Nrf2 activator | TGFb inhibitor | ATXN2 expr inh | S2 tox | Nrf2 block | HepG2 tox | MCF10A rerep | A549 viability
- O=C(/C(=C/c1ccccc1)c1ccccc1)N1CCCCC1
→ -2% | 1.7% | 0% | -8% | i | -8% | -15% | 1% | -13%
- CCCCSCc1nc2nc(Cl)c(Cl)nc2[nH]1
→ -3% | 10% | ? | · | ? | · | -27% | · | ·

(further entries)
smiles | EPAC2 antagonist | Nrf2 activator | TGFb inhibitor | ATXN2 expr inh | S2 tox | Nrf2 block | HepG2 tox | MCF10A rerep | A549 viability
CCN(C(=O)C(=O)c1c[nH]c2ccccc12)c1ccccc1 | -4% | 2.3% | -15% | -15% | i | 1% | -51% | 6% | 11%
Cc1ccc(C)c(NC(=O)Cn2nc([N+](=O)[O-])c(Br)c2C)c1 | -13% | 0.7% | 9% | -17% | ? | -19% | 19% | 2% | -14%
CCOc1ccc2nc(NC(=O)CN3CCC(n4nnc5cc(C(F)(F)F)ccc54)CC3)sc2c1 | -20% | -1.3% | -6% | -19% | i | -1% | -4% | 24% | 0%
CCCn1c(SCC(=O)Nc2ccc(C)c(S(=O)(=O)N3CCOCC3)c2)n[nH]c1=O | -6% | -0.5% | -6% | 1% | i | -8% | -65% | ? | 9%
Cc1cc(Nc2ccc(F)cc2C)n2nc(C)nc2n1 | 1% | -0.1% | 0% | -6% | i | -2% | -20% | -8% | -4%
COc1ccccc1NS(=O)(=O)c1ccc(OC)c(OC)c1 | 4% | 0.2% | 7% | -2% | i | -15% | 2% | -5% | 0%
O=C(CSc1nc(-c2ccccc2)nc2ccccc12)Nc1cccc(C(=O)O)c1 | -2% | 14% | 0% | 12% | ? | 4% | -2% | ? | -11%
CCOc1ccccc1N1CCN(C(=O)CN2C(=O)NC3(CCCC3)C2=O)CC1 | 21% | -0.5% | -1% | 9% | ? | ? | 10% | -7% | -2%
CC(=O)C1=C(S(=O)(=O)c2ccc(C)cc2)CS(=O)(=O)C1 | 5% | ? | ? | -30% | i | 7% | -79% | 15µM* | 1%
Cc1cccc(C(=O)N2CCCC(Nc3ccc(F)c(F)c3)C2)n1 (stereo not drawn) | 2% | -0.7% | -14% | -1% | i | 16% | 7.1µM* | 11% | 3%
COc1cccc(C(=O)Nc2cc(C)c3c(=O)oc4ccccc4c3n2)c1 | 3% | ? | -7% | 1% | i | 19% | -37% | 15% | 1%
COc1ccccc1NC(=S)N(Cc1cccnc1)Cc1ccccc1Cl | -8% | 0.1% | 3% | -1% | i | -6% | -1% | -10% | 4%
CC(NO)C(C)(C)NO (stereo not drawn) | 5% | -0.6% | -4% | ? | ? | · | 15% | -2% | -3%
Cn1c(-c2ccc(F)cc2)cnc1NCc1ccc(C#N)cc1 | -1%[57.1 µM] | -0.7% | 0% | 0% | i | -19% | 3% | 11% | -3%
COC(=O)CN1C(=O)C(C)(C)c2cc(S(=O)(=O)Nc3ccc(C(C)C)cc3)ccc21 | · | 4.1% | -19% | 9% | i | · | 2% | · | 3%
CC1(Oc2ccc3ccccc3c2)CCN(Cc2cccn2-c2nccs2)C1 (stereo not drawn) | -6% | 12% | ? | -20% | ? | · | -33% | · | ·
CSc1ccc(CCNC(=O)c2sc3ncccc3c2-n2cccc2)cc1 | · | 6.5% | ? | ? | ? | · | -35% | · | 1%
COc1ccc(C(C(=O)NC2CCCCC2)N(C(=O)CCCC(=O)Nc2ccccn2)c2ccc3c(c2)OCCO3)cc1 (stereo not drawn) | 6% | -0.2% | 2% | 1% | i | 13% | 10% | ? | 1%
Oc1ccc(Br)cc1-c1cc(-c2ccccc2Cl)[nH]n1 | 4% | 9.4% | -29% | 4% | i | 12% | -22% | 25% | 1%
Cc1ccc(CNC(=O)Cn2cccc2C(=O)c2ccccc2C)cc1 | -2% | 3.2%&3.9% | -14% | 55%[activator] | ? | ? | -22%&-3% | 0% | -3%&4%
C/C=C/C=C/C(=O)N1CC2(CC(c3cccc(NC(=O)CCCCC)c3)=NO2)C[C@H]1C(N)=O (stereo partly drawn) | -7% | -0.8% | -10% | 7% | i | 21% | -2% | 0% | -3%
O=S(=O)(Nc1nccs1)c1ccc(Cl)cc1 | 8% | -0.3% | 6% | 6% | i | · | -1% | ? | -1%
COc1ccc2c(Cl)c(C(=O)NC3CCS(=O)(=O)C3)sc2c1 (stereo not drawn) | 1%[57.1 µM] | 2.3% | 6% | 27% | i | 1% | -17% | -8% | 1%
N/C(=N\N=C\c1cccc(O)c1)c1nonc1N | -9% | 3.3% | ? | 0% | ? | 19% | -18% | -54%[inhibitor] | -4%
Cc1ccc(O)c(NC(=O)c2ccc3c(c2)C(=O)N(CC(C)C)C3=O)c1 | -4% | 0.2% | 9% | 27% | i | 18% | 4% | -2% | 2%
Cc1cc(NC(=O)Nc2cc(F)ccc2F)no1 | 13% | 19% | ? | · | i | 0% | -18% | -3% | 2%
Cc1ccc(S(=O)(=O)NCC(=O)OCC(=O)c2cc(C)n(-c3ccccc3)c2C)cc1 | 2% | -0.3% | ? | 9% | i | 4% | -3% | 8% | 1%
COc1ccc(N2CCN(C(=O)COC(=O)/C=C/c3ccc(OC(F)F)cc3)CC2)cc1 | 16% | -0.5% | -5% | -2% | i | 1% | 8% | -3% | 2%
O=C(Nc1ccc(C(=O)N2CCOCC2)cc1)C1CC1 | -10% | 0.4% | 8% | -1% | i | 5% | 4% | -14% | 4%
COc1cccc(Nc2nc3ccccc3c3nncn23)c1 | · | ? | -9% | 9% | i | 0% | -24% | · | -1%
COC(=O)c1ccc2[nH]c(C)cc(=O)c2c1 | -7% | 2.9% | -8% | 7% | i | 9% | -10% | -5% | -9%
CCOC(=O)N1CCN(C(=O)CN(c2ccccc2OC)S(=O)(=O)c2ccc(OC)cc2)CC1 | 10% | -0.6% | -8% | -14% | i | -5% | -7% | 2% | 1%
CN(C)c1ccc(S(=O)(=O)N2CCCCC2)cc1NC(=O)CCNC(=O)c1ccco1 | 16% | -1.0% | -2% | · | i | -12% | -5% | -3% | -10%
Cc1cc(-c2nnc(CCC(=O)NCCc3ccccc3F)o2)no1 | -7% | 0.4% | -2% | -3% | i | 9% | 0% | -1% | 12%
COc1cc(CN2CCN(c3cccc(C)c3C)CC2)cc([N+](=O)[O-])c1O | 9% | 0.5% | 5% | -14% | i | ? | 2% | ? | -16%
CCN(c1ccc(NC(=O)CSCc2c(C)noc2C)cc1)C(C)C | 5% | -0.8% | 2% | 2% | i | -7% | 7% | ? | -3%
Cc1ccc(S(=O)(=O)CC(=O)Nc2c(C)n(C)n(-c3ccccc3)c2=O)cc1 | -1% | -0.2% | -2% | -7% | i | -7% | -4% | 2% | 1%
COc1ccc(C(C(=O)NC2CCCCC2)N(Cc2cccs2)C(=O)Cc2c[nH]c3ccccc23)cc1OC (stereo not drawn) | -7% | 2.3% | -1% | -14% | i | 23µM* | -1% | 15% | ?
O=S(=O)(c1ccc(Cl)cc1)N1CCN(CCc2ccccc2)CC1 | 9% | -0.4% | 10% | -3% | i | -26% | -4% | 21% | -5%

Screens as filed in PubChem BioAssay.
